# MRP-1 activ = activators of MRP-1; viability increase, % at 10 µM; actives 0.61% (n = 140,000); H69AR cells + doxorubicin, viability rescue, CellTiter-Glo;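 active = viability gain under doxorubicin at or above a set limit, the compound median plus 3 SD, cut at about 4.7% in these data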;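 note: MRP-1 overexpressing cells given doxorubicin 25 µM after compound pretreatment; 18-22 h compound pretreatment then 72 h with doxorubicin before readout; 0% = doxorubicin-only wells and 100% = vehicle-treated cells without doxorubicin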
# Yeast lifespan up = extends the lifespan of yeast. S. cerevisiae growth with nicotinamide, OD615; deaD strain in restrictive glucose medium. inhibition of the nicotinamide effect, % at 10 µM. actives 0.68% (n = 130,000). AID 775;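 active = inhibition above a set limit, placed 3 SD over the median of all compounds, cut at about 26% in these data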;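 note: 0% = nicotinamide-treated wells and 100% = cells grown without nicotinamide; some compounds called inactive have numbers as strong as hits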
#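 Buffer or medium: CSMM-D glucose medium, restrictive; test system: modified budding yeast, DeaD strain; compound: single dose 10 µM compound, 0.25% DMSO; schedule: culture preincubation 4 h, compound exposure 48 h, both 30 °C; detection: optical density (absorbance) at 615 nm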
# HCT116 bCat-KO = beta-catenin-lacking colon tumor cell growth suppression; actives 1.5% (n = 140,000); HCT116 beta-catenin knockout viability, CellTiter-Glo, 60 h; active compounds read low; viability, % at 10 µM;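 active = viability at or under a set limit, the compound median less 4 SD, cut at about 6% in these data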;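 note: 0% = Hyamine 1622 control at 20 µM and 100% = untreated cell control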
# GALR2 blocker = GALR2 (human) receptor antagonism; O43603; actives 0.39% (n = 140,000); inhibition, % at 4 µM; GALR2-expressing cells, antagonist mode; in the data active = inhibition above about 27%;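 note: cells stimulated with galanin 1-16 at roughly its EC80; 0% = agonist challenge control and 100% = basal control without agonist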
# Target sequence (O43603 whole entry, looked up): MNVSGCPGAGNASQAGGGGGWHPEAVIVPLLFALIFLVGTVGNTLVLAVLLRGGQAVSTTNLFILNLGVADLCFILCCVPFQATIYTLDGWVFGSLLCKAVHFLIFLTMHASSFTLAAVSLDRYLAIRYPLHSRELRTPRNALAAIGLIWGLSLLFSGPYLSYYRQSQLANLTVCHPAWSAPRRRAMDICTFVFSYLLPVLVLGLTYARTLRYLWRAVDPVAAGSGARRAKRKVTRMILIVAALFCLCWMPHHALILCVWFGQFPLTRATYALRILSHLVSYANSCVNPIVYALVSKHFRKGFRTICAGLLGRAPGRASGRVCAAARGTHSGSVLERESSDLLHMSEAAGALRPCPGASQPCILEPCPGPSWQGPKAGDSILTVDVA
# NPY Y2 blocker = NPY-Y2 (human) receptor antagonism | AID 793 | inhibition, % at 2.7 µM | actives 0.99% (n = 140,000) | P49146 | NPY-Y2 expressing cells, antagonist mode; in the data active = inhibition above about 17%;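 note: 0% = vehicle with agonist challenge and 100% = reference antagonist with challenge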
# Target sequence (P49146 whole entry, looked up): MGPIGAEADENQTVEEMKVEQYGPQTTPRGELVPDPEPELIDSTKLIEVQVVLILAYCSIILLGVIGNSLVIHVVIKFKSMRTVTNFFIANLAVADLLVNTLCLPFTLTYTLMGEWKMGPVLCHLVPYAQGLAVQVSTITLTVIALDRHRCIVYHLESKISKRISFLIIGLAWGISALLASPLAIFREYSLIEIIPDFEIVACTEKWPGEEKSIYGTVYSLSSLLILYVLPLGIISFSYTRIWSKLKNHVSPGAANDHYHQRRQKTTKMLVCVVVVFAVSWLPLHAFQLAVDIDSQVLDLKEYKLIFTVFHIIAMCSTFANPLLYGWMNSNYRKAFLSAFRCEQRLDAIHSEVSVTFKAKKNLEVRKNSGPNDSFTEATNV
# Measles CPE = protection of cells from measles virus. actives 1.5% (n = 140,000). protection (pct of control), % at 4 µM. Measles virus-infected cells, CPE protection, absorbance; in the data active = protection mostly above about 24%, no sharp cut-off; inactive = mostly below about 26%; note: some compounds called inactive have numbers as strong as hits
# BB579 growth dn = yeast BB579 growth reduction in restrictive medium. S. cerevisiae BB579 growth, OD615, 48 h. inhibition, % at 10 µM. actives 0.51% (n = 140,000);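 active = inhibition above a set limit, 3 SD over the mean compound inhibition, cut at about 44% in these data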; note: inactives centre near -24
#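 controls = amphotericin B 10 µg/mL, positive | assay system = DeaD yeast strain BB579 | schedule = 48 h compound exposure at 30 °C after 4 h preincubation | detection = OD615 turbidity measurement | medium = restrictive CSMM-D medium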
# E-sel TNF inh = TNF alpha driven E-selectin expression inhibition; HUVEC TNFa-induced E-selectin immunofluorescence, high content; inhibition, % at 2 µM; actives 0.71% (n = 120,000);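 active = inhibition above the batch mean plus 3 SD, and confirmed as a hit on visual image review, cut at about 43% in these data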;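 note: 0% = TNF-stimulated DMSO wells and 100% = unstimulated control wells; not every result past the cut was called active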
# PTEN del growth = growth suppressors of cells with PTEN tumor suppressor deletion | actives 1.2% (n = 140,000) | AID 827 | viability, % at 10 µM | HCT116 PTEN-null viability, CellTiter-Glo, 60 h; active compounds read low;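 active = viability at or below a set limit, 4 SD under the median of all tested compounds, cut at about 3.7% in these data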;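 note: PTEN knockout HCT116 line with beta catenin targeted HCT116 as companion control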
# Phagocytosis inh = blocks phagocytosis by macrophages | AID 1029 | actives 0.07% (n = 110,000) | inhibition, % at 5 µM | J774A.1 macrophage IgG-bead phagocytosis, imaging;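 active = inhibition above the mean of the plate negative controls plus 5 SD, cut at about 13% in these data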;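 note: phagocytic index as fraction of beads internalized from green versus red external bead signal; plate controls were DMSO negative control for no effect and cytochalasin-D positive control for full effect; some results beyond the cut were filed as inactive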
# The depositor's hits bear a star; · = no result given.
canonical_smiles	GALR2 blocker	Phagocytosis inh	BB579 growth dn	E-sel TNF inh	MRP-1 activ	PTEN del growth	HCT116 bCat-KO	Yeast lifespan up	Measles CPE	NPY Y2 blocker
Cc1cc(N/N=C/c2c(O)ccc3ccccc23)nc(-c2ccccc2O)n1	17	-9	-10	-11	-4.9	4	2.9*	-4	4	-5
CCn1c(-c2cc(-c3cccc(OC)c3)nc3ccccc23)n[nH]c1=S	-10	1	-50	-1	-1.1	96	94	-10	3	3
C=CCOc1cccc(C2/C(=C(/O)c3ccccc3)C(=O)C(=O)N2CCN2CCOCC2)c1 (stereo unspecified)	-4	2	-1	-4	-1.5	91	94	-15	7	-1
Cc1cc(C(F)F)nn1CC(=O)NCc1ccc(Cl)cc1Cl	-7	·	-50	-1	-1.1	89	89	·	17	17*
O=C(NNC(=S)NCc1ccccc1)c1ccc2c(c1)OCO2	-7	2	-17	·	-3.0	106	83	-2	8	7
O=C(c1ccco1)N1CCN(S(=O)(=O)c2ccc(F)cc2)CC1	-2	1	6	14	-0.8	105	101	-7	5	-1
C=CCc1cccc(/C=N/c2ncccc2O)c1O	-4	3	-37	-29	-0.9	101	99	5	14	3
c1cncc(-c2nc3cc4ccccc4cc3[nH]2)c1	16	·	-36	-7	-1.1	66	79	-14	7	1
Cc1nn(C(C)CC(=O)O)c(C)c1Br (stereo unspecified)	13	0	-16	-46	-0.5	92	97	-1	5	5
CCOC(=O)c1cnc2nc(C(F)(F)F)[nH]n2c1=O	-7	-1	-7	11	-1.5	93	97	-1	3	2
CCC(NC(=O)NC1=NCCS1)(C(F)(F)F)C(F)(F)F	-6	-1	-78	38	-0.3	103	95	0	13	-1
CCOc1ccc(-n2c(SCC(=O)NCc3ccco3)nc3c(c2=O)SCC3)cc1	9	-2	-77	-66	-0.5	111	103	-6	14	3
Fc1ccc(-n2nnnc2-c2cnc(-c3cccs3)nc2C(F)(F)F)cc1	11	-1	-27	-16	5.1*	22	28	-1	25	14
Cc1sc2ncnc(SCc3ccco3)c2c1C	-1	0	-19	-16	-3.0	91	89	-10	9	2
C1=Nc2c(NCc3ccccc3)ncnc2Oc2ccccc21	3	-1	-36	-17	0.8	78	74	-15	4	7

# Three entries out of the list above, arranged by their value in Measles CPE, ascending.
Structure,GALR2 blocker,Phagocytosis inh,BB579 growth dn,E-sel TNF inh,Yeast lifespan up,Measles CPE,NPY Y2 blocker
O=C(c1ccco1)N1CCN(S(=O)(=O)c2ccc(F)cc2)CC1,-2,1,6,14,-7,5,-1
c1cncc(-c2nc3cc4ccccc4cc3[nH]2)c1,16,·,-36,-7,-14,7,1
Cc1sc2ncnc(SCc3ccco3)c2c1C,-1,0,-19,-16,-10,9,2

# New compounds follow
canonical_smiles	GALR2 blocker	Phagocytosis inh	BB579 growth dn	E-sel TNF inh	MRP-1 activ	PTEN del growth	HCT116 bCat-KO	Yeast lifespan up	Measles CPE	NPY Y2 blocker
N#Cc1cnn(-c2nc(SCc3ccccc3)nc3sc4c(c23)CCCC4)c1N	-12	·	-73	-17	0.1	68	75	-4	7	6
Nc1ccc2cn[nH]c2c1	3	·	-23	·	-1.4	95	94	3	5	2
COc1ccc(Cc2nnc(N/N=C/c3ccc(O)cc3)[nH]c2=O)cc1OC	9	-9	-29	-19	-1.5	7	5.5*	0	19	2
COC(=O)C1CCN(c2nc3ccccc3nc2C(C#N)C(=O)OCC(C)C)CC1 (stereo unspecified)	2	0	-13	26	-3.0	58	78	-11	4	2
CCn1c(SCC(=O)Nc2cc(OC)c(OC)c(OC)c2)nnc1-c1cccs1	7	3	-33	·	-0.9	84	99	-3	9	1
Cc1cc(=O)[nH]c(SCC(=O)N2CCc3ccccc3C2)n1	2	-3	-17	3	-3.0	95	89	-2	5	2
O=C(NCc1cccs1)c1ccc2c(c1)OCCO2	-7	-1	-29	-1	-0.8	102	102	-13	19	2
COCCNC(=O)CN(Cc1ccc2c(c1)OCO2)C(=O)CCC(=O)Nc1nccs1	-7	-1	-7	·	0.4	99	99	-3	16	1
CC(=O)Nc1ccc(NC(=O)C(F)(F)F)cc1	-4	·	-1	-2	-1.3	111	96	·	4	0
Cc1ccc(S(=O)(=O)c2nc(-c3ccco3)oc2NCC2CCCO2)cc1 (stereo unspecified)	7	-2	-29	-4	-2.6	94	95	5	4	3
CCN(CC)c1ccc(/C=N/NC(=O)Cc2nnc(NC(=O)Nc3ccccc3)s2)cc1	-15	-6	-44	·	0.1	33	45	0	9	1
CCOC(=O)C1C(=O)C=C(/C=C/c2ccccc2)CC1c1ccc(Cl)cc1 (stereo unspecified)	-4	-2	-25	12	1.3	92	83	-13	16	2
COc1ccc(CNC(=O)C(c2ccncc2)N(C(=O)Cc2cccs2)c2ccc(C)cc2)cc1 (stereo unspecified)	2	0	-18	-3	-0.7	81	78	-17	4	3
COc1cccc(-c2cc(N3C(=O)Nc4ccccc4N3O)n[nH]2)c1	1	-10	-5	·	-0.9	63	90	-6	17	6
Cc1ccc(-n2c(C)c3c(C)nnc(C)c3c2C)cc1C	-4	-1	-32	10	-0.4	8	4.0*	-12	3	4
COC(=O)c1ccc(Oc2coc3cc(OCc4ccc([N+](=O)[O-])cc4)ccc3c2=O)cc1	-6	-8	-31	·	-0.9	79	78	2	·	4
Cc1ccc(C(=O)NCC(C)(C)N2CCOCC2)s1	-2	1	-15	-14	-1.5	98	83	-19	13	1
c1ccc2oc(NC3=NCN(CC4CCCO4)CN3)nc2c1 (stereo unspecified)	-1	0	-10	·	-0.5	78	91	-1	5	0
CCOC(=O)c1cc(-c2ccc(F)cc2)n(CC(=O)N2CCCC2)c1C	-18	-1	-10	·	-1.1	103	98	-3	17	1
CCC(C(=O)OC)n1cnc2c(nnn2-c2ccc(OC)cc2)c1=O (stereo unspecified)	4	-2	-5	·	-1.3	92	91	-13	-1	2
Cc1cc(C)n(-c2ccc(C(=O)OCC(=O)Nc3ccc(Cl)c(S(=O)(=O)N(C)C)c3)cc2)n1	3	-1	-44	6	-0.2	92	92	-5	21	2
Oc1ccc(-c2nc3ccccn3c2NCc2ccco2)cc1	13	-1	-19	-24	-5.7	91	86	-4	1	4
CCc1nn2cc(-c3ccccc3)nc2s1	12	0	-19	-46	-0.7	69	68	-12	10	1
Cc1cccc(NC(=O)CCN2CC(C)OC(C)C2)c1 (stereo unspecified)	-3	0	-73	·	-0.9	101	104	8	11	0
CC1=[N+](C)N(c2ccccc2)C(=O)C1N=Cc1ccccc1Cl (stereo unspecified)	0	-6	-15	·	1.4	89	83	3	1	8
CCOC(=O)c1cccc(NC(=O)CCc2nc(-c3ccc(C)cc3)no2)c1	-5	0	-7	1	-1.2	75	85	-5	14	11
COC(=O)C(O)(CC(=O)Nc1cc(Cl)ccc1Cl)C(F)(F)F (stereo unspecified)	13	·	-13	19	-2.7	91	90	·	7	2
COc1ccc(-n2c(SCC(=O)NC3CCCCC3)nc3ccsc3c2=O)cc1	8	-4	-35	-11	-1.0	84	86	1	24	3
Cc1ccccc1NC(=O)/C(C#N)=C\c1cccnc1	-1	-1	-38	-13	-2.1	100	95	9	16	1
CCOc1ccc(C2Nc3cccc4cccc(c34)N2)cc1OC	10	·	-57	-25	-5.6	63	54	·	18	1
Cc1ccc(S(=O)(=O)N(CCCN2CCCC2=O)Cc2cc3c(C)ccc(C)c3[nH]c2=O)cc1	-5	·	-36	-11	-2.6	59	70	-23	0	1
COc1ccc(NC(=O)C2(c3ccc(NC(=O)c4ccc(C)cc4)cc3)CCCC2)cc1	1	·	-41	2	-0.9	98	100	-18	3	-1
Cc1nn(Cc2ccccc2)c(C)c1NC(=O)c1noc2c1CCc1ccccc1-2	4	0	-4	3	6.5*	93	96	-7	0	4
CN1CCN(NC(=O)c2cccc(Br)c2)CC1	-3	-3	-40	·	1.5	96	91	4	9	4
CC1CN(Cc2cc(=O)[nH]c(C3CC3)n2)CC(C)O1 (stereo unspecified)	-7	2	-4	-8	-0.1	95	100	-12	2	1
CCCNS(=O)(=O)c1ccc(OC)c(Cl)c1Cl	-10	-2	-20	-4	-0.3	93	98	-2	14	4
Cc1ccc(-c2nc(CSc3nc4ccccc4c(=O)n3C)cs2)cc1	-5	1	-33	·	2.8	56	47	0	3	6
COc1ccc(NC(=O)CCS(=O)(=O)c2ccc(OC)cc2)cc1	-2	-2	-45	1	-1.5	91	102	-9	4	-1
CCOC(=O)c1ccc(Nc2cc(C)nc(-c3ccccc3O)n2)cc1	-1	-2	-22	8	0.8	64	79	-17	1	-2
CC(=O)Nc1ccc(NC(=O)Cn2c(-c3ccc(F)cc3)cnc2SCC(=O)Nc2c(C)cccc2C)cc1	-1	·	-54	-36	-1.5	92	88	-4	0	3
Cc1ccnc(SCC(=O)N2CCN(C(c3ccccc3)c3ccccc3)CC2)n1	-8	-1	-15	9	-0.1	96	95	-16	2	3
Cc1nnc(NC(=O)CSc2nnc(-c3ccoc3C)n2CC(C)C)s1	-2	2	-19	-10	0.2	104	92	-7	2	-2
CCn1c(=O)cc(OCC(=O)NC2CCCCC2)c2ccccc21	2	3	-15	10	-1.1	78	81	-5	4	2
COc1ccc(N=Cc2ccc[nH]2)cc1	-12	1	-6	-4	-2.4	97	99	3	19	-1
Cc1cc(C)n(-c2ccc(N3CCOCC3)nn2)n1	-7	-5	-14	-5	-0.9	91	97	-3	6	3
CCCCSc1nnc(C)c(=O)[nH]1	5	·	-2	-19	-1.5	89	91	-18	13	0
O=C(Oc1ccc(Cl)cc1N1C(=O)CCC1=O)c1ccco1	-2	1	9	-11	-4.2	102	104	-15	9	1
COc1ccccc1C(NC(=O)C1CCCCC1)c1c(O)ccc2ccccc12 (stereo unspecified)	-6	-8	-1	·	-1.4	91	80	-3	18	-3
O=C(CSc1nc2ccccc2c(=O)n1NC(=O)Cc1ccccc1)NCc1ccccc1Cl	4	·	-50	·	-1.9	86	90	-4	2	1
COc1ccc(C(=O)Cn2c3ccccc3n3nc(CCC(=O)O)c(=O)nc23)cc1OC	-8	-1	-31	7	-1.0	104	91	-11	19	2
COc1ccc(S(=O)(=O)N2CCN(C(=O)c3cccc(Cl)c3)CC2)cc1	5	0	-50	-17	-3.2	96	81	-14	6	0
CCOc1c(OC)cccc1C1CC(=O)Nc2cc(OC)c(OC)cc21 (stereo unspecified)	-7	·	-16	·	-2.4	82	84	-4	12	3
C/C(=N\NC(=O)CCn1nc(C)cc1C)C(C)(C)C	-10	-4	-6	·	-0.7	96	95	-2	18	1
CCc1ccc2c(c1)cc(CN(C(=S)Nc1ccccc1Cl)C1CC1)c1nnnn12	-5	1	-43	·	-1.2	69	70	-4	15	3
CN=c1sc(C(=O)Nc2cccc(Cl)c2)cc(=O)n1C	4	·	-30	31	-1.1	91	83	-8	10	1

# High-throughput results (PubChem)
